Compound activity as filed in PubChem.
NPY-Y1 PAM-ag: human NPY-Y1 potentiation or agonism, primary screen; 0.37% of 220,000 active; AID 1304; activation, % at 3.6 µM; NPY-Y1 expressing cells, potentiator/agonist activation; in the data active means activation above about 33%, passing the limit was not always enough;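 further: cells stimulated with NPY at EC10 then isoproterenol at EC100; 0% = low agonist plus stimulus and 100% = saturating agonist plus stimulus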
Target sequence (P25929 whole entry, looked up): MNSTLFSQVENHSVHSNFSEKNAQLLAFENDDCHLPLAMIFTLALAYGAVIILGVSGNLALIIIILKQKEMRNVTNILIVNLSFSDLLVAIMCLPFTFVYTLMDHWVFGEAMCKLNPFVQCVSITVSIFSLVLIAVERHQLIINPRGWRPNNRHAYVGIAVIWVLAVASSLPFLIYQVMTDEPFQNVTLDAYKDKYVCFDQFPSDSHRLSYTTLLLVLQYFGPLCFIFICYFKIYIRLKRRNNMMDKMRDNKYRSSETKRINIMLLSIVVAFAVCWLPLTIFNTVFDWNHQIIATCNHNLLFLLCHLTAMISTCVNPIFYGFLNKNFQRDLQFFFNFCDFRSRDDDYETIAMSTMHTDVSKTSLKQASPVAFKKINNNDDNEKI
PPC-1+TRAIL kill: kills PPC-1 cancer cells in the presence of TRAIL. PPC-1 cells + TRAIL, ATPLite viability luminescence. cell killing (% activity), % at 4 µM. 0.41% of 220,000 active;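 active means cell killing above 50% in the first pass at 4 µM, then a duplicate retest at 5 µM averaging 50% or more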;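 further: plate controls were cells with TRAIL plus DMSO for no effect and medium-only wells lacking cells for full effect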
EP2 modulator: modulates human prostaglandin E2 receptor EP2 signaling | EP2-expressing cells, cAMP HTRF FRET, PGE2 co-stimulation | induction, % at 25 µM | 0.83% of 260,000 active | AID 940;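 active means compounds whose cAMP rise, as percent of the full-agonist control response, exceeds 60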;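 further: rat C6 glioma line stably carrying human EP2 under a CMV promoter; the protocol text gives 20 µM as final concentration; 100% = response of wells given 1 µM PGE2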
Target sequence (P43116 whole entry, looked up): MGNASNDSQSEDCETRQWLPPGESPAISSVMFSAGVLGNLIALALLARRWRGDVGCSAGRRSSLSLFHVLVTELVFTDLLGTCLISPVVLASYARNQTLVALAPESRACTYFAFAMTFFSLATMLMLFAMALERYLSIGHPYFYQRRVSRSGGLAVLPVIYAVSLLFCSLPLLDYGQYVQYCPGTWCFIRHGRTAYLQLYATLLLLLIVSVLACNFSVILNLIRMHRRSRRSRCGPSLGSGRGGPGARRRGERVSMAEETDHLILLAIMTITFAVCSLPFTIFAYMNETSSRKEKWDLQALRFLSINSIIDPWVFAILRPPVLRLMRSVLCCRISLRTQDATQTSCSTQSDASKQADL
TRPML3 ag: human mucolipin-3 channel agonism; Q8TDD5; HEK293 TRPML3-YFP, Fluo-8 calcium fluorescence; 100% = the carbachol control signal; activation, % at 3 µM; 0.29% of 220,000 active;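 active means activation above its plate's cutoff, the mean activation of the plate's test wells plus 3 SD, cut at about 12% in these data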;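 further: 0% = DMSO only wells and 100% = carbachol wells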
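Material: TRPML3-YFP stable HEK293 cells | Dosing: One concentration, 3 µM nominal, 0.3% DMSO | Timing: 125 s total fluorescence read per well | Technique: Fluo-8 calcium dye fluorescence, ex 470-495, em 515-575 nm | Measure: Percent activation from peak-to-basal fluorescence ratio, scaled between DMSO and carbachol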
14-3-3 Bad inh: disrupts binding of bovine 14-3-3 zeta to phospho-Bad peptide; P63103; TR-FRET 14-3-3zeta/Dy647-pBad peptide displacement, 1 h; inhibition, % at 21.7 µM; 0.71% of 220,000 active;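 active means inhibition above about 70%, limit read from the data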;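 further: 0% = full 14-3-3 plus peptide FRET controls and 100% = background without 14-3-3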
Target sequence (P63103 whole entry, looked up): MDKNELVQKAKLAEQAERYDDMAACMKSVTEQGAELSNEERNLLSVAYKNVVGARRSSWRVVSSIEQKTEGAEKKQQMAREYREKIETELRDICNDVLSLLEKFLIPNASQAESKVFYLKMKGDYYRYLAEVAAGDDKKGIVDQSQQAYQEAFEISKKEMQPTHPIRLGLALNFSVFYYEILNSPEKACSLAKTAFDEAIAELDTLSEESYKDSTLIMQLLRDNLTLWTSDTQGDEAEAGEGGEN
NPY Y1 blocker: NPY-Y1 (human) receptor antagonism | HEK293-CNG Y1 cells, membrane potential fluorescence; NPY at EC95, then isoproterenol | inhibition, % at 3.6 µM | P25929 | 1% of 200,000 active;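 active means inhibition above the campaign mean inhibition of all tested compounds plus 3 SD, cut at about 20% in these data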;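 further: 0% = DMSO wells given NPY plus isoproterenol and 100% = isoproterenol alone without NPY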
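Test system – HEK293 Y1/CNG channel cell line · Also added – NPY agonist 25 nM, then isoproterenol 1 µM plus Ro 20-1724 25 µM · Compound dosing – one concentration, 3.6 µM, in 0.4% DMSO · Schedule – compound incubation 1 h at room temperature, readout 45 min post-stimulation · Technique – fluorescence, membrane potential probe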
CHOP inhibitor: CHOP inhibition in unfolded protein response | CHO-K1 CHOP-promoter luciferase, tunicamycin-induced, 15-18 h | inhibition, % at 10 µM | 3.8% of 220,000 active | AID 2732;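 active means compounds that reduced the stress-induced luciferase reporter signal by more than about 70% of percent inhibition, limit read from the data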;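 further: 0% = tunicamycin plus vehicle and 100% = wells without tunicamycin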
EP2 antag: blocks the human prostaglandin E2 receptor EP2; P43116; C6 glioma cells expressing human EP2, cAMP TR-FRET; cells stimulated with saturating PGE2; inhibition, % at 25 µM; 0.52% of 260,000 active;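 active means percent inhibition above 40 after rounding to a whole number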;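 further: rat C6 glioma host cells with rolipram phosphodiesterase inhibitor present; the protocol text gives 20 µM as final concentration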
TRPN1 ag: activates the zebrafish TRPN1 channel | HEK293 zebrafish TRPN1-YFP, Fluo-8 calcium fluorescence; 100% = response to 87 µM carbachol | activation, % at 3 µM | 0.18% of 220,000 active;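 active means activation above its plate's cutoff, the mean activation of test wells on that plate plus 3 SD, cut at about 19% in these data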;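 further: 0% = DMSO alone and 100% = 87 µM carbachol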
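Material – zebrafish TRPN1-YFP in HEK293 cells · Doses – 3 µM single point · Schedule – dye 1 h 37 °C plus 30 min RT · Signal – Fluo-8 calcium fluorescence, excitation 470-495 nm, emission 515-575 nm · Read-out – % activation versus carbachol response · Control set – carbachol high, DMSO low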
* = called active by the depositor; . = not tested or not shown; & = joins results of further samples; [ ] = dose if it differs, or a comment. A portion of the library; rates above refer to the full screens.

SMILES | NPY-Y1 PAM-ag | PPC-1+TRAIL kill | EP2 modulator | TRPML3 ag | 14-3-3 Bad inh | NPY Y1 blocker | CHOP inhibitor | EP2 antag | TRPN1 ag
CCN(CC)S(=O)(=O)c1ccc(N/N=C(\C)c2ccc3c(c2)OCO3)c([N+](=O)[O-])c1 | -11.5 | 33.0 | 11.7 | 0.2 | 17.5[fluorescence artefact?] | -8.1 | 92.5* | 5.0 | 1.0
Nc1nc(CN2CCN(C(c3ccccc3)c3ccccc3)CC2)nc(Nc2ccccc2)n1 | -8.8 | 11.2 | -15.5 | -0.7 | 2.9 | . | 44.7 | 7.3 | -0.3
CN(CC(=O)NCc1ccncc1)S(=O)(=O)c1ccccc1 | 3.9 | -14.2 | -1.8 | 0.1 | -0.3 | 0.2 | -16.0 | 5.4 | -1.1
COc1ccc(-c2nsc(SCC(=O)Nc3cc(C)on3)n2)cc1 | 19.1 | 16.8 | 35.0 | -0.2 | 27.1[fluorescence artefact?] | 1.5 | 69.9 | 11.1 | -0.6
C[C@H](CO)NC(=O)[C@H](C)[C@@H]1C[C@@]1(C)[C@@H](NC(=O)OCc1ccccc1)c1ccccc1 | -1.8 | 16.5 | 9.6 | 0.4 | -1.2 | 2.7 | 8.4 | 8.6 | 0.2
COc1ccc2ccccc2c1CN1CCCC(CO)C1 (configuration not stated) | -2.4 | -5.6 | 31.7 | 0.8 | 30.7[fluorescence artefact?] | 3.7 | 2.4 | 6.7 | -1.7
CCc1cc(/C(Cc2cscn2)=N\O)c(O)cc1O | -19.2 | 15.4 | -6.7 | 1.2 | -6.8 | 2.9 | 42.2 | 34.2 | 1.3
NC(=O)C1CCN(C2=C(Cl)C(=O)c3ccccc3C2=O)CC1 | 4.3 | -4.4 | -54.7 | 0.1 | 7.3 | 4.1 | -183.0 | 15.8 | 0.6
COc1ccc(-c2cc(=O)oc3cc(OC(=O)C4CCCCC4)ccc23)cc1 | -18.4 | 13.4 | 28.5 | 0.3 | 28.5 | 1.6 | 38.6 | 10.5 | 1.7
O=C(NNc1nc2ccccc2s1)Nc1ccc(F)cc1 | 8.7 | 11.2 | -1.6 | 0.4 | 4.2 | . | 22.3 | 5.1 | 1.4
COc1ccc(C(NC(=O)c2ccc(=O)[nH]c2)C(=O)Nc2ccc(C(C)C)cc2)cc1 (configuration not stated) | 11.7 | 15.5 | -19.1 | 0.0 | 14.7 | -2.0 | -6.7 | 6.5 | -0.5
CCCCCC(=O)Nc1cccc(C2=NOC3(C2)C[C@H](C(N)=O)N(C(=O)CC)C3)c1 (some centres not stated) | . | 20.0 | -11.1 | . | -1.6 | . | -6.0 | 9.6 | .
Cc1ccc2nc(SCC(=O)N3CCOCC3)[nH]c2c1 | -21.8 | 4.6 | -5.9 | 0.1 | 0.2 | -1.5 | 21.1 | 9.9 | -0.5
CCOc1ccc(Br)cc1S(=O)(=O)N1CCC(C(N)=O)CC1 | 4.5 | -1.7 | 13.1 | 0.9 | -1.8 | -4.9 | -8.9 | 3.2 | 0.1
CCC(C)(C)NC(=O)C(c1cccc(OC)c1OC)N(CCC(C)C)C(=O)CCC(=O)Nc1cc(C)on1 (configuration not stated) | -14.1 | 20.5 | 36.0 | -0.3 | -9.0 | -1.1 | 35.1 | 8.5 | -3.6
O=C(CCSc1nnc(-c2ccncc2)o1)Nc1ccccc1 | 3.6 | -1.8 | 10.7 | 1.5 | -8.9 | -6.2 | 10.7 | 5.8 | -0.2
CCOC(=O)N1CCN(C(=S)NC(=O)c2ccnn2C)CC1 | -2.8 | 17.6 | 14.6 | 1.0 | -10.0[fluorescence artefact?] | 5.0 | -18.4 | 4.5 | 1.3
CCCCCN(C(=O)CCCSc1nncs1)c1c(N)n(CCCC)c(=O)[nH]c1=O | -28.1 | -6.4 | -8.9 | 0.4 | -3.0 | 2.3 | -10.2 | 2.4 | 0.4
COc1ccc(C(=O)/C=C/N(C)C)cc1 | 10.4 | 7.3 | 1.8 | -0.5 | -1.4[fluorescence artefact?] | 3.3 | -32.3 | 16.1 | 1.7
CC1(C)OC(c2ccccc2)=C/C(=C/C=Nc2ccccc2)O1 | 2.8 | -0.1 | 66.5* | 0.4 | 51.1[fluorescence artefact?] | 1.1 | 6.9 | 14.0 | 0.0
Cc1ccc(S(=O)(=O)c2c(C)nn(C(C)(C)C)c2OC(=O)c2ccco2)cc1 | -2.1 | 8.4 | 50.0 | 7.6 | 3.3 | 6.5 | 21.9 | 7.1 | -0.7
COc1cc(C(c2sc3nc(C)nn3c2O)N2CCc3ccccc3C2)cc(OC)c1OC (configuration not stated) | 2.4 | 24.1 | -14.1 | 0.0 | -0.3 | -3.9 | -7.8 | 8.5 | 1.4
O=C(c1c(F)c(F)c(F)c(F)c1F)N(Cc1ccccc1)Cc1ccccc1 | 0.8 | 10.2 | 46.9 | 0.8 | 7.2 | -0.5 | 39.0 | 12.7 | -2.4
CCCC(=O)Nc1ccc(C(=O)N/N=C/c2ccc([N+](=O)[O-])o2)cc1 | 0.8 | 16.5 | 11.4 | 1.6 | 10.8 | -0.9 | 6.0 | 1.7 | 3.8
CC(=O)Nc1sc2c(c1C(c1ccccc1)N1CCOCC1)CCCC2 (configuration not stated) | 6.1 | 1.8 | 41.7 | 1.2 | 6.5 | 0.1 | 30.0 | . | -0.4
CN1CC(=O)N(CC(=O)Nc2ccc3c(c2)CCC3)C1=O | -1.8 | -2.4 | 5.3 | 1.1 | 4.4 | 5.2 | -5.7 | 3.1 | -0.2
O=C(CSCc1ccccc1Br)N/N=C/c1ccc(OCC(=O)N2CCCCC2)cc1 | -9.3 | 42.0 | 5.5 | 0.8 | -4.4 | -6.5 | 7.4 | 38.7 | 2.5
Cc1oc(CC(C)C)cc1C(N)=O | 11.9 | . | -1.9 | 0.8 | 0.0 | 0.4 | -0.7 | 1.4 | 0.7
O=C(NCCN1CCCC1)c1cccc(Cl)c1 | -2.6 | -8.7 | 10.5 | 1.3 | -9.5 | -1.3 | 16.4 | 8.4 | -0.1
Cc1nc2cc(NS(=O)(=O)c3cccc(F)c3)ccc2s1 | 8.5 | 5.7 | -5.3 | -1.1 | -4.9 | -1.2 | 31.6 | 5.2 | 1.1
CCOC(=O)c1cnc(N2CCOCC2)[nH]c1=O | -17.4 | 13.8 | 13.4 | 0.9 | 2.3 | 3.7 | -0.5 | 2.8 | 3.0
O=C1CC(Nc2ccccc2)C(=O)N1Cc1ccccc1 (configuration not stated) | -3.9 | 15.7 | 2.5 | 0.1 | -20.0[fluorescence artefact?] | -4.2 | 5.1 | 7.3 | -1.0
COc1ccc(NC(=O)CNS(=O)(=O)c2ccc(Cl)cc2)cc1OC | -13.2 | 7.6 | -1.7 | 0.1 | 13.3 | -8.2 | -10.6 | 9.6 | 1.0
O=C(CSCc1ccccc1)N1CCN(Cc2ccc3c(c2)OCO3)CC1 | -0.1 | -6.9 | -31.0&-76.1 | 0.5 | -2.9 | 6.3 | 10.2 | 11.4&8.4 | 1.5
CC1(c2nnc(-c3ccc(F)cc3)o2)CC(c2ccc([N+](=O)[O-])cc2)=NO1 (configuration not stated) | . | -11.2 | -11.7 | . | 14.7 | . | 7.0 | 16.7 | .
CC(=O)Nc1ccc(S(=O)(=O)N(C)CCOCc2ccccc2)cc1 | -2.2 | 17.7 | -17.8 | 1.4 | -4.1 | 6.5 | 9.0 | 18.0 | 0.8
COCc1cc(C)nc(Nc2cc(C)ccc2C)c1C#N | -6.0 | -2.5 | 16.6 | -1.3 | -7.5 | 6.9 | -7.9 | 7.5 | -1.8
Cc1cc(C)c(NC(=O)CS(=O)CC(=O)NC2CCCc3ccccc32)c(C)c1 (configuration not stated) | -6.8 | -14.4 | -9.5 | -0.2 | -5.0 | 0.7 | 40.8 | 8.2 | -0.2
Cc1cc(N)c(-n2cc3c(=O)n(C)c(=O)n(C)c3c2)cc1C | 14.9 | 21.3 | -19.1 | -0.1 | . | 0.8 | -3.1 | 12.5 | 0.1
COc1ccc(Cn2nnnc2C(C(C)C)N2CCN(c3ccccc3OC)CC2)cc1 (configuration not stated) | 8.6 | 5.9 | 21.8 | 0.3 | -7.7 | 3.3 | 58.6 | 7.9 | -0.3
C#C[C@]1(O)CC[C@H]2[C@@H]3CCc4cc(OC)ccc4[C@H]3CC[C@@]21C | -16.5 | 16.7 | -51.4 | 0.6 | -2.7 | 5.7 | 70.1* | 22.6 | 0.5
CN(CCNC(=O)c1ccc(/C=N/O)nc1)Cc1ccccc1 | 4.8 | 1.1 | 21.7 | 0.5 | 2.7 | -2.0 | -5.1 | 11.2 | 0.1
OC(COCCC12CC3CC(CC(C3)C1)C2)CN1CCCCC1 (configuration not stated) | -15.5 | 15.6 | -18.0 | 1.5 | 0.6 | 26.9* | -13.5 | 4.5 | 0.4
O=C(CSc1nc2ccccc2o1)NC(=O)NCc1ccccc1 | -22.2 | 27.5 | 22.1 | -0.5 | 2.0 | 17.7 | 6.5 | -4.5 | -1.2
COc1ccc(Cl)cc1NC(=S)NCCSc1ccc(C)cc1 | -26.6 | 18.4 | -27.5 | 0.2 | 0.1 | 0.8 | 46.9 | 8.7 | 0.3
CC(C)CNS(=O)(=O)c1ccc(CCC(=O)N2CCC(C(N)=O)CC2)cc1 | 3.2 | 17.8 | 2.7 | 0.4 | -2.5 | -2.3 | 21.6 | 4.3 | 0.2
Cc1cccc(NCC(O)Cn2cnc3c2c(=O)n(C)c(=O)n3C)c1 (configuration not stated) | -4.2 | 8.7 | -5.7 | 1.6 | 0.8 | -1.1 | 4.0 | 6.4 | 3.4
Cc1csc(C(=O)O)c1-c1c(C)csc1C(=O)O | -2.4 | 25.3 | 36.4 | -0.8 | -16.7 | 2.9 | -1.7 | 6.5 | 1.3
Cc1cccc(NC(=O)c2onc3c2CCCC3)n1 | 2.2 | 80.8* | -17.1 | 1.2 | 9.5 | -2.1 | 35.6 | 0.6 | -0.3
COc1ccccc1NS(=O)(=O)c1cc(NC(=O)CNC(=O)c2ccccc2)ccc1C | -1.3 | 23.9 | -26.3 | 0.4 | -4.0 | -4.7 | 52.0 | 6.8 | -1.4
O=C(Nc1ccc([N+](=O)[O-])cn1)C1CCCCC1 | 3.9 | -1.5 | 18.0 | 1.2 | -3.5 | 0.7 | 20.3 | 2.8 | -0.3
COc1ccccc1C(C)NC(=O)CCOc1cccc(C)c1 (configuration not stated) | 14.5 | 5.8 | 15.3 | -0.9 | -2.1 | 2.5 | -0.1 | 9.3 | -2.1
